UHRF1 MBD2 ctr: blocks human UHRF1 binding to methylated DNA | Q96T88 | UHRF1 binding to methylated oligo, TR-FRET | inhibition, % at 4.4 µM | 0.75% of 370,000 active | AID 687016; in the data active = inhibition above about 21%;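 also: UHRF1 SRA domain binding a hemimethylated CpG hairpin DNA probe; 0% = median of test compound wells and 100% = reference inhibitor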
HGIII-sPLA2 inh: Inhibits HGIII-sPLA2 liposome hydrolysis, primary screen. Q9NZ20. 0.56% of 370,000 active. inhibition, % at 12.2 µM. QFRET BODIPY PC-A2 liposome hydrolysis, fluorescence;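 active = inhibition above mean plus 3 SD of compounds lying within the high and low control bounds, cut at about 19% in these data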;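 also: 0% = median of test compound wells and 100% = no enzyme DMSO wells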
ARFGAP1 inhibitor: inhibits rat ARF GTPase activating protein 1. Q62848. Arfgap1-stimulated ARF1 GTP hydrolysis, GDP FP detection. inhibition, % at 16.5 µM. 0.26% of 360,000 active. AID 651572;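 active = inhibition above a per-plate limit, mean inhibition of low control wells plus 3 SD, cut at about 25% in these data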;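 also: 0% = DMSO wells with enzyme and 100% = wells lacking Arfgap1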
Target sequence (Q62848 1-136 limits assumed): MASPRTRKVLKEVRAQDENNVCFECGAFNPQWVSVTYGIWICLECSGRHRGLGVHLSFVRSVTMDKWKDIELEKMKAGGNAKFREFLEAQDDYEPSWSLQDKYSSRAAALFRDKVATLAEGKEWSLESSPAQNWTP
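material = rat Arfgap1 catalytic domain, aa 1-136 | also added = human ARF1(Δ1-17)-GTP substrate | compound dosing = one concentration, 16.5 µM, DMSO 1.26% | times = GTP hydrolysis reaction 2 h at 25 °C | measured by = FP, GDP Alexa 633 tracer displaced from anti-GDP antibody, 620/688 nm | evaluation = percent inhibition of Arfgap1-stimulated GTP hydrolysis | replication = single well per compound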
PLC-beta3 inh: PLC-beta3 (human) inhibition, primary screen. Purified PLC-beta3, fluorogenic substrate, fluorescence. inhibition, % at 12.2 µM. 0.18% of 370,000 active. Q01970; in the data active = inhibition above about 11%;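 also: 0% = median of compound wells on plate and 100% = full blocker control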
DDE Tn7 FP inh: disrupts Tn7 cyclic peptide binding to fibrin D-Dimer-E complex; FP displacement of FITC-Tn7 peptide from fibrin DD(E); 0% = median of compound wells per plate; inhibition, % at 8.3 µM; 0.13% of 370,000 active;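 active = inhibition above the mean of compounds falling within the control limits plus 3 SD of them, cut at about 14% in these data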;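 also: 0% = plate median of compound wells and 100% = 10 µM Aha-Tn7 peptide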
Target sequence (P02675 whole entry, looked up): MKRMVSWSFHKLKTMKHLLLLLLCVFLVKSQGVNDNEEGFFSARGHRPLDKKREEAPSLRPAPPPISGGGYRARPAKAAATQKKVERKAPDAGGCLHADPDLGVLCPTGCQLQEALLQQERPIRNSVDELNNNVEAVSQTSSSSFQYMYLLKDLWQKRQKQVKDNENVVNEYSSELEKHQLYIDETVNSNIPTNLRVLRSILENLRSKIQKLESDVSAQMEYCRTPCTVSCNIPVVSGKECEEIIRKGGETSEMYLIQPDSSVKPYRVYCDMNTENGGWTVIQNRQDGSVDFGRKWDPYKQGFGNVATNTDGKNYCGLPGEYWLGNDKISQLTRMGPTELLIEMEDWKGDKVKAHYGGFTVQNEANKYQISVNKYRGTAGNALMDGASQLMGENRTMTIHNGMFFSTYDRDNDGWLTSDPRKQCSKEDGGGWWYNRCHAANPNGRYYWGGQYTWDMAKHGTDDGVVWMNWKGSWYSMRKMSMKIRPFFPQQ
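Test system – human fibrin DD(E) · Times – 10 min preincubation, 3 h with tracer, room temperature · Detection – fluorescence polarization of the labelled Tn7 tracer · Measure – percent inhibition normalized to high-control wells · Benchmarks – high control wells with 10 µM unlabelled Aha-Tn7 peptide (full inhibition) · Repeats – singlicate testing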
ASAP1 inh: inhibitors of human ASAP1 ArfGAP activity. Q9ULH1. inhibition, % at 16.5 µM. AID 624377. 0.19% of 360,000 active. ASAP1-stimulated ARF1 GTP hydrolysis, GDP FP detection; in the data active = inhibition above about 25%;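 also: 0% = vehicle with enzyme and substrate and 100% = no enzyme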
Target sequence (Q9ULH1 325-724 limits assumed): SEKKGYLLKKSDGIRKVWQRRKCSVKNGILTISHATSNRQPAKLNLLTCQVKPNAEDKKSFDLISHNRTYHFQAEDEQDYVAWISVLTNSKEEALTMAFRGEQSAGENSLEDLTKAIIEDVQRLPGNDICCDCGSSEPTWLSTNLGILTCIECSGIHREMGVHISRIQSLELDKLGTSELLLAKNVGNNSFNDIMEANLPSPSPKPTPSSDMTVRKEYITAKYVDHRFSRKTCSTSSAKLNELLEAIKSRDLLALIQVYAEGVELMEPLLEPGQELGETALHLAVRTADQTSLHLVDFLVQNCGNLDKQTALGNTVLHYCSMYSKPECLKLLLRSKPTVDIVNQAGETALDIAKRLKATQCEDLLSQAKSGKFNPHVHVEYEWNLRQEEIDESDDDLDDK
PLCg1 inh: PLC-gamma1 (human) inhibition, primary screen; purified PLC-gamma1, fluorogenic substrate, fluorescence; inhibition, % at 12.2 µM; 0.84% of 370,000 active; AID 720700; in the data active = inhibition above about 9.5%
Rev-erbA mod: modulates human Rev-erb alpha binding to DNA; 0.79% of 370,000 active; Rev-erbα–FITC-DNA binding, fluorescence polarization, 90 min; activity, % at 10 µM; P20393;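 active = activity above about 14%, limit read from the data; passing the limit was not always enough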;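 also: 0% = DMSO wells with 35 nM protein and 100% = DMSO wells with 750 nM protein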
KLK7 zymogen act: activates the human kallikrein-7 zymogen; 0.9% of 370,000 active; purified proKLK7, EDANS-DABCYL substrate fluorescence; 100% is mature enzyme control, 0% vehicle; AID 652039; activation, % at 7 µM;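 active = activation above the mean of all tested compounds plus 3 SD, computed per campaign excluding outliers beyond control limits, cut at about 13% in these data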
Tn6 DDE FP: inhibitors of Tn6 peptide binding to human fibrin DD(E). inhibition, % at 8.3 µM. 0.21% of 370,000 active. Fibrin DD(E) TRITC-Tn6 fluorescence polarization displacement. AID 720509. P02675;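 active = inhibition above a per-campaign cutoff: mean of compounds within control limits plus 3 SD, cut at about 15% in these data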;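 also: 0% = median of all compound wells on the plate and 100% = blocking peptide control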
Numbers without * were called inactive; i = inactive; nt = not tested or not shown.

SMILES	UHRF1 MBD2 ctr	HGIII-sPLA2 inh	ARFGAP1 inhibitor	PLC-beta3 inh	DDE Tn7 FP inh	ASAP1 inh	PLCg1 inh	Rev-erbA mod	KLK7 zymogen act	Tn6 DDE FP
CCOC(=O)c1ccc(NC(=S)N(CCCN2CCCC2)Cc2cccs2)cc1	-1	6	25*	3	1	1	5	-6	-0.3	6
CSCCC(NC(N)=O)C(=O)Nc1cccc(S(=O)(=O)N2CCOCC2)c1 (centres undefined)	2	1	-6	0	0	2	1	-3	0.0	-4
O=C(O)C1=C(Nc2ccccc2)OCC1=O	1	1	-4	0	-3	6	1	4	-0.3	8
Cc1n[nH]c(=O)c2c(NC(=O)CSc3nnnn3-c3ccccc3)oc(C)c12	0	5	9	-5	3	6	-4	12	0.7	-4
c1ccc(-n2ncc3c(NCc4cccnc4)ncnc32)cc1	6	0	11	2	1	1	-3	2	0.1	-11
O=C(COC(=O)c1ccccc1Br)NCc1cccs1	4	0	-10	1	2	-2	-1	6	0.3	6
CCCCCCN1N=C(C)C(C(=O)c2ccc(Cl)cc2)C1=O (centres undefined)	-6	2	5	-2	-2	-6	3	1	0.3	-10
Cc1ccnc2nc(C(=O)OCC(=O)c3ccc(NC(=O)CC(C)C)cc3)nn12	2	-7	-9	-11	-1	-1	-7	2	-4.3	2
COc1ccc(C2=NS(=O)(=O)N(C)C(C(=O)N3CCC(C)CC3)=C2)cc1	0	2	-8	-32	-9	8	-27	-5	0.9	2
N[C@@H](Cc1ccccc1)c1nnc(SCc2ccccc2Cl)o1	1	-5	12	4	-3	2	4	-5	-0.1	2
CCc1nnc(SCc2cccc(F)c2)nc1CC	-2	3	3	2	3	14	-1	-7	-0.3	2
CC(C)(C)c1cc(CCC(=O)N2CCCC2)cc(C(C)(C)C)c1O	-2	2	9	-10	-5	-4	0	-4	0.5	-4
Nc1c(C(=O)NCc2ccco2)sc2nc(N3CCOCC3)c3c(c12)CCCC3	-1	2	7	i	-4	-3	i	-5	-36	-1
CC1(C)CNC(=O)c2sc(N3CCOCC3)nc2C1	-1	5	12	0	3	-4	-1	-1	0.0	-2
Cc1cc(C)cc(NS(=O)(=O)c2cccs2)c1	1	-8	-1	-1	-4	-10	-1	2	0.3	9
CN(C)S(=O)(=O)c1ccc(NC(=O)C2CCCN(C(=O)c3ccc(Cl)cc3)C2)cc1 (centres undefined)	-1	-25	-5	4	4	-11	2	8	-0.6	7
O=C(O)c1ccc(N=c2oc3cc(O)ccc3cc2C(=O)NCc2ccccc2)cc1	0	2	4	i	3	-1	i	1	5.1	-12
O=[N+]([O-])c1cccc(/C=C/c2ccncc2)c1	-10	0	-2	-4	-3	18	3	-3	-0.1	-3
COc1cc(C(=O)N/C(=C\c2cn(C)c3ccccc23)C(=O)N2CCOCC2)cc(OC)c1OC	1	-12	-5	-27	-7	0	-13	-1	0.1	-1
CNc1nc(N)c([N+](=O)[O-])c(Nc2ccccc2OC)n1	-2	5	18	-2	-3	0	1	0	-0.8	0
COc1cccc(-c2ccc(CN3C(C)C(=O)N(Cc4cn(Cc5ccco5)nn4)CCS3(=O)=O)cc2)c1OC (centres undefined)	1	-33	-14	5	10	-14	0	-1	1.4	7
CN(C)C1=NCCN1CCc1cccc(F)c1	-1	3	-5	2	8	-3	4	-4	0.1	6
COc1ccc(C2=NS(=O)(=O)N(C)C(C(=O)Nc3ccc(OC)c(OC)c3)=C2)cc1	1	-12	20	-1	-3	14	-4	0	0.9	-6
Cc1ccc(NC(=O)CNCc2cccs2)c(Br)c1	1	0	-11	-8	3	6	-1	-1	0.0	0
COc1ccccc1NC(=O)CN(Cc1ccco1)C(=O)c1cncc(Br)c1	4	0	13	-4	-9	8	2	-1	0.5	3
COc1cc(OC)c(C(=O)N2CCCC2)cc1OC	3	6	4	-9	0	-12	-1	-8	-0.1	-4
O=C(CCn1c(=O)oc2ccccc21)NCc1ccc2c(c1)OCO2	-1	-1	12	2	5	4	3	-2	0.5	1
Cc1ccc(-n2c3c(cc(C(=O)NCc4ccco4)c2=O)C(=O)CCC3)cc1	1	0	2	-2	4	2	-3	0	0.1	-1
CC(=O)c1ccc(C(=O)N2CCCC(CCC(=O)N(C)CCc3ccccn3)C2)s1 (centres undefined)	1	1	8	3	-2	0	3	5	0.0	-2
CC1O[C@H](OC2C(COC3OC(CO)C(O)[C@H](O)C3O)OC(OC3CC[C@]4(C)C(CC[C@@]5(C)[C@@H]4C=C[C@]46OC[C@@]7(CCC(C)(C)C[C@H]74)C(O)C[C@@]56C)C3(C)C)C(O)C2O)C(O)C(O)C1O (some centres undefined)	6	0	-3	-2	1	-4	0	5	-0.1	3
CCOC(=O)[C@]12CCCCC/C=C\1N(CCc1ccc(Cl)cc1)C(=O)[C@H]2CC(=O)NCc1cccc(C(F)(F)F)c1	-4	-17	nt	5	8	nt	3	-2	-0.3	-2
N=C1C(c2nc(-c3ccc(Cl)cc3)cs2)=C(O)CN1NC(=O)c1ccc(O)cc1	-1	-34	-5	-12	0	6	-3	-3	-0.4	-11
CCCCCCC(=O)N1CCCC(c2nc(-c3cccc(OC)c3)no2)C1 (centres undefined)	-2	-9	5	-8	6	-10	-1	-3	-0.3	-4
C=CCn1c(SCC(N)=O)nnc1-c1cnccn1	74*	0	-6	-1	-8	12	5	9	0.2	2
Cc1nc2ccccc2c(=O)n1NC(=O)c1ccc([N+](=O)[O-])cc1	-1	-1	1	2	12	-18	3	6	0.4	9
COCCN(Cc1nc(C(c2ccccc2)c2ccccc2)no1)C(C)C	2	-5	17	3	7	-9	0	-1	0.2	2

Sorted by SMILES length (ascending): some entries from above.
SMILES	UHRF1 MBD2 ctr	HGIII-sPLA2 inh	ARFGAP1 inhibitor	PLC-beta3 inh	DDE Tn7 FP inh	ASAP1 inh	PLCg1 inh	Rev-erbA mod	KLK7 zymogen act	Tn6 DDE FP
CN(C)C1=NCCN1CCc1cccc(F)c1	-1	3	-5	2	8	-3	4	-4	0.1	6
C=CCn1c(SCC(N)=O)nnc1-c1cnccn1	74*	0	-6	-1	-8	12	5	9	0.2	2
Cc1ccc(NC(=O)CNCc2cccs2)c(Br)c1	1	0	-11	-8	3	6	-1	-1	0.0	0
COCCN(Cc1nc(C(c2ccccc2)c2ccccc2)no1)C(C)C	2	-5	17	3	7	-9	0	-1	0.2	2
CCCCCCC(=O)N1CCCC(c2nc(-c3cccc(OC)c3)no2)C1 (centres undefined)	-2	-9	5	-8	6	-10	-1	-3	-0.3	-4
COc1ccccc1NC(=O)CN(Cc1ccco1)C(=O)c1cncc(Br)c1	4	0	13	-4	-9	8	2	-1	0.5	3
Cc1nc2ccccc2c(=O)n1NC(=O)c1ccc([N+](=O)[O-])cc1	-1	-1	1	2	12	-18	3	6	0.4	9
Cc1ccc(-n2c3c(cc(C(=O)NCc4ccco4)c2=O)C(=O)CCC3)cc1	1	0	2	-2	4	2	-3	0	0.1	-1
N=C1C(c2nc(-c3ccc(Cl)cc3)cs2)=C(O)CN1NC(=O)c1ccc(O)cc1	-1	-34	-5	-12	0	6	-3	-3	-0.4	-11
COc1ccc(C2=NS(=O)(=O)N(C)C(C(=O)Nc3ccc(OC)c(OC)c3)=C2)cc1	1	-12	20	-1	-3	14	-4	0	0.9	-6
CCOC(=O)[C@]12CCCCC/C=C\1N(CCc1ccc(Cl)cc1)C(=O)[C@H]2CC(=O)NCc1cccc(C(F)(F)F)c1	-4	-17	nt	5	8	nt	3	-2	-0.3	-2
CC1O[C@H](OC2C(COC3OC(CO)C(O)[C@H](O)C3O)OC(OC3CC[C@]4(C)C(CC[C@@]5(C)[C@@H]4C=C[C@]46OC[C@@]7(CCC(C)(C)C[C@H]74)C(O)C[C@@]56C)C3(C)C)C(O)C2O)C(O)C(O)C1O (some centres undefined)	6	0	-3	-2	1	-4	0	5	-0.1	3

Following part.
SMILES	UHRF1 MBD2 ctr	HGIII-sPLA2 inh	ARFGAP1 inhibitor	PLC-beta3 inh	DDE Tn7 FP inh	ASAP1 inh	PLCg1 inh	Rev-erbA mod	KLK7 zymogen act	Tn6 DDE FP
Cc1c(NC(=S)NC(=O)c2ccc(Br)o2)c(=O)n(-c2ccccc2)n1C	-2	6	-8	0	1	-8	7	3	-0.8	0
CC1(C(=O)NS(=O)(=O)c2cccc(Cl)c2)CCN1C(=O)c1cccc(F)c1 (centres undefined)	6	11	-11	-3	4	-2	0	-2	0.2	-2
Cn1c(=O)n(C)c2cc(NC(=O)Cc3ccccc3[N+](=O)[O-])ccc21	-3	0	2	-3	-7	-1	3	-1	0.5	-1
COC(=O)c1ccc(C(=O)OC)c(NC(=O)CN2CCN(c3ccccc3OC)CC2)c1	-1	-2	-4	-3	-5	8	-1	4	0.1	-1
O=C(C1CCCO1)N1CCN(S(=O)(=O)c2ccc(Cl)cc2)CC1 (centres undefined)	-2	-4	-1	-2	4	6	-2	-1	-0.1	1
Cc1ccc2cccc(OC(=O)/C=C\c3ccccc3)c2n1	27*	-2	-5	0	-1	10	-1	0	-0.4	-6
O=C(COC(=O)C1CC2CCCC(C1)C2=O)NNC(=O)c1ccccc1F (centres undefined)	-2	14	12	-3	7	-4	-1	-2	-0.1	6
Oc1c(Cl)cc(Cl)cc1C=Nc1ccc(Br)cc1	2	13	-7	3	-7	2	3	0	-0.2	-1
Cc1ccc(CNC(=O)Cn2ccc3ccccc3c2=O)o1	1	2	13	3	-3	3	-1	-1	0.1	-12
Cc1ccc(/C=C2\OC(=O)c3ccccc32)cc1	1	-4	5	-193	-9	8	-87	-2	5.8	1
C=CCn1c(SCC(=O)NC23CC4CC(CC(C4)C2)C3)nc(O)cc1=O	0	-2	0	-1	2	6	1	-7	-0.2	5
COc1ccccc1CNC(=O)CN1C(=O)c2ccccc2S1(=O)=O	1	-1	4	-2	-3	-12	1	-2	-0.5	-4
C=CCOc1ccc(CNc2nccs2)cc1	-2	2	-7	1	8	9	4	-4	0.3	10
COc1ccc(-c2ncc3ccccn23)cc1	-4	4	-4	-84	6	-6	-72	2	-2.1	-1
Cc1ccc(-c2noc(-c3ccccc3C(=O)NCC3CCCO3)n2)cc1 (centres undefined)	8	3	5	3	-9	4	3	0	0.5	4
C/C(=N\N1CCCCC1)c1ccccc1O	-1	-1	3	-6	-2	-5	0	-2	-0.2	0
CC(C)NC(=O)COc1ccc(S(=O)(=O)N2CCOCC2)cc1	0	-3	-11	5	-4	-12	1	6	-0.2	4
